KCNK9 block – blocks the human KCNK9 two-pore domain potassium channel | Q9NPC2 | B-score at 10 µM | 1.2% of 310,000 active | HEK293 KCNK9, FluxOR thallium flux fluorescence; hits give low values;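 active = ratio B-score over 3 SD below the library mean, with starting fluorescence within 5 SD of its mean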;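 note: negative B-score means less thallium flux so channel inhibition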
KCNK3 block – human KCNK3 channel inhibition, primary screen; O14649; CHO-KCNK3 thallium flux, FluxOR fluorescence; hits give low values; B-score at 10 µM; 0.84% of 340,000 active; AID 602410;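 active = B-score under library mean minus 4 SD, starting fluorescence ratio at most library mean plus 5 SD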;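 note: more negative B-score means stronger inhibition of thallium flux through KCNK3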
RGS4 pot – RGS4 potentiation or activation | 0.92% of 310,000 active | HEK293 M3R/inducible RGS4, carbachol calcium flux Fluo4; hits give low values | B-score at 10 µM;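 active = B-score of the integrated calcium signal more than 4 SD below the library mean, with starting fluorescence not abnormally high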;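 note: negative B-score means reduced calcium response which marks RGS4 activation or potentiation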
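System – HEK293 FlpIn-TREx cells, stable M3R, doxycycline-inducible RGS4 · Reagent – ECmax carbachol challenge · Times – compound preincubation 20 min at room temperature before agonist · Technique – Fluo4 fluorescence kinetic imaging of calcium · Measure – B score of integrated Fluo4 ratio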
PolyA inhibitor – yeast polyadenylation inhibition; S. cerevisiae SKY197-pL101 polyadenylation reporter, beta-gal luminescence; efflux-impaired pdr1/pdr3 knockout yeast; score 100 = 6 SD above DMSO; calls only at 12 µM; 0.02% of 300,000 active; AID 1875;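 active = lowest replicate activity score at least 50, where 100 means six control SD above control mean; inconclusive = lowest score under 50 but half or more replicates reach 50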;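 note: yeast exposed to compound for 9 h at 30 °C; higher score means more reporter readthrough which indicates perturbed polyadenylation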
HDAC3 inh – blocks human histone deacetylase 3. AID 2718. recombinant HDAC3, fluorogenic peptide/trypsin coupled, fluorescence. 0.15% of 320,000 active. inhibition, % at 8.3 µM. O15379; in the data active = inhibition above about 26%, passing the limit was not always enough; inconclusive = no clear call, values can overlap the other calls
KCNQ1 act – potentiates or activates the human KCNQ1 potassium channel. CHO-K1 KCNQ1, thallium flux FluxOR fluorescence; hits give high values. P51787. 0.35% of 310,000 active. B-score at 10 µM. AID 2648;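 active = fluorescence ratio B-score, a plate-corrected score, at least three library SD, with initial intensity B-score within 5 SD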
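System: CHO-K1 cells stably expressing KCNQ1 / Medium: assay buffer for compound exposure, DMSO matched across wells / Reagent: thallium- and potassium-containing depolarizing buffer / Compound: one concentration, matched DMSO / Incubation: 20 min compound pretreatment at room temperature / Measured by: kinetic FluxOR fluorescence, 10 s baseline plus 110 s post-stimulus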
GSK3 alpha inh – inhibitors of human GSK-3 alpha kinase; P49840; ADP-Glo luminescence, 60 min; inhibition, % at 10 µM; 0.1% of 320,000 active;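 in the data active = inhibition above about 50%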;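 note: GST-tagged GSK-3 alpha with peptide substrate and 25 µM ATP; 0% = DMSO neutral wells and 100% = GW8510 positive control wells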
Target sequence (P49840 whole entry, looked up): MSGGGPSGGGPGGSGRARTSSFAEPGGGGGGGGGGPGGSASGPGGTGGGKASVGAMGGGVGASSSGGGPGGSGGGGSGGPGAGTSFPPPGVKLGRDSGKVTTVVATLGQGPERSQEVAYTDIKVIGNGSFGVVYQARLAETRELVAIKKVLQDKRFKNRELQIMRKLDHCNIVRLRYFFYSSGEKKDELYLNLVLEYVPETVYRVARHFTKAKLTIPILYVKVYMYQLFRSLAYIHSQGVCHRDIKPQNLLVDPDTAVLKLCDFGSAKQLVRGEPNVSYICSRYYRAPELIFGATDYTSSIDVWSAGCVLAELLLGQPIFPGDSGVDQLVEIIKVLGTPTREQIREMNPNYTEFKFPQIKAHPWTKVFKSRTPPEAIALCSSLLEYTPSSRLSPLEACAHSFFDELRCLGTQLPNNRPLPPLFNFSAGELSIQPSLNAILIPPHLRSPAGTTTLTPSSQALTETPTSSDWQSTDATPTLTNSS
GSK3beta inhib – inhibitors of human GSK3beta kinase. GST-GSK3beta kinase, ADP-Glo luminescence, 60 min; hits give low values. activity score (negative = inhibition), % at 10 µM. 0.038% of 300,000 active. AID 2097;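 active = more than half of replicate wells score below -50%, meaning over 50% inhibition versus plate controls; inconclusive = some replicates but at most half score below -50%; inactive = no replicate scores below -50%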;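 note: 0% = median DMSO wells and -100% = median GW8510 positive control wells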
Target sequence (P49841 whole entry, looked up): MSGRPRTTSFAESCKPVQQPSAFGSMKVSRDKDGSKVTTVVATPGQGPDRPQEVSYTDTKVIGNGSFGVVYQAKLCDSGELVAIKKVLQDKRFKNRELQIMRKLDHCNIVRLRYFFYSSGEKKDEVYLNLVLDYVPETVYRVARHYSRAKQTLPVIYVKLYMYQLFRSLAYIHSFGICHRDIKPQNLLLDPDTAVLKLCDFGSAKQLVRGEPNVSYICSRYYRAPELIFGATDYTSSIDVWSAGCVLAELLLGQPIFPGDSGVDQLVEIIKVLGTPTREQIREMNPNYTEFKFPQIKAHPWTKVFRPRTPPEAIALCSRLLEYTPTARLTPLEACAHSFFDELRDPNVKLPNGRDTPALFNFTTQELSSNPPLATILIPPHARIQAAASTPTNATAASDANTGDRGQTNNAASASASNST
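Assay system: GST-fused GSK3beta enzyme, cell-free / Medium: Tris pH 7.5 buffer with MgCl2, DTT, BSA, heparin / Also added: peptide substrate plus 25 µM ATP (final) / Compound: 10 µM single point / Timing: kinase reaction with compound 60 min at room temperature / Detection: ADP-Glo luminescence / Benchmarks: DMSO neutral wells and GW8510 at 20 µM as positive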
Dyrk1A ADPGlo – inhibitors of rat Dyrk1A kinase | Q63470 | ADP-Glo luminescence, NFATc1 peptide | inhibition, % at 12.5 µM | 0.43% of 310,000 active | AID 504441; in the data active = inhibition above about 50%;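 note: plate controls were vehicle with enzyme for no effect and no enzyme for full effect; many of its hits are not listed in these tables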
KCNQ1 block – human KCNQ1 channel inhibition; P51787; CHO-K1 KCNQ1, FluxOR thallium flux fluorescence; hits give high values; B-score at 10 µM; 1.3% of 310,000 active; AID 2642;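 active = compounds whose thallium flux B-score, printed positive for inhibition, exceeds three library SD while starting fluorescence stays within three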;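 note: channel opened by potassium depolarization with thallium stimulus after 20 min compound exposure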
hERG protect – shields human hERG channel from block by proarrhythmic agents; 0.51% of 310,000 active; activation (rescue from dofetilide block), less the hit threshold, % at 10 µM; AID 1511; CHO-hERG, FluxOR thallium flux, dofetilide IC70 present; Q12809;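 active = activation above the mean of controls blocked by dofetilide plus 5 SD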;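 note: thallium influx through hERG after potassium depolarization seen as dye fluorescence rise; in these data hits start at about 4.7%; inactives centre near -7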
* marks the source's active call; other numbers are inactive results; i = inactive; ? = inconclusive; . = not tested or not shown. This is a subset (hit frequency here may not be typical).

Compound	KCNK9 block	KCNK3 block	RGS4 pot	PolyA inhibitor	HDAC3 inh	KCNQ1 act	GSK3 alpha inh	GSK3beta inhib	Dyrk1A ADPGlo	KCNQ1 block	hERG protect
CC1CCc2nn(CC(=O)NCCN3CCCCC3C)cc2C1 (configuration not stated)	i	i	i	i	1.9	i	-2.7	-3.9	1.2	i	-5.3
O=C(c1ccncc1)N1CCN(c2ccc(F)cc2)CC1	i	i	i	i	-0.3	i	-1.1	0.6	-4.1	i	-5.2
CCCc1nnc(SCC(=O)Nc2ccc(OC)cc2)n1N	i	i	i	i	0.2	i	-0.7	0.2	.	i	-9.2
CC(C)(C)c1ccc(/C=C(\C#N)C(=O)NCCN2CCOCC2)cc1	i	i	i	i	3.5	i	-2.0	-0.4	.	i	-15.5
O=C(COc1ccccc1)Nc1cc2c3c(c1)CC(=O)N3CCC2	i	i	i	i	-6.8	i	-3.5	-0.3	-2.7	i	-9.6
CCOc1ccc(CO[C@@H]2O[C@H](CO)[C@@H](O)[C@H](O)[C@H]2NC(C)=O)cc1OC	i	i	i	i	-4.0	i	-2.9	1.4	-5.5	i	-0.2
COc1ccccc1/C=C/C=N/NC(=O)c1cnccn1	i	i	i	i	2.3	i	-0.7	0.1	-4.4	i	-11.5
CC(=O)c1ccc(NC(=O)C(C)N(C)CC(=O)Nc2ccccc2Cl)cc1 (configuration not stated)	i	i	i	i	-1.3	i	0.5	-1.0	1.1	i	-12.7
COc1ccc(-n2nc(C(=O)NCC3CCCO3)c3ccccc3c2=O)cc1 (configuration not stated)	i	i	i	i	-5.5	i	0.2	-0.5	3.8	i	-10.1
C/C(CC(=O)Nc1ccc(OCc2ccccc2)cc1)=N\NC(=O)C(=O)Nc1ccccc1C	i	i	i	i	2.9	i	-0.7	-1.0	-4.7	i	-6.2
O=C(NCCN1CCOCC1)c1ccc(Cl)c(S(=O)(=O)N2CCCC2)c1	i	i	i	i	-0.6	i	6.8	-6.7	.	i	-5.6
CC(C)C(=O)N=C1SC2CS(=O)(=O)CC2N1Cc1ccccc1 (configuration not stated)	i	i	i	i	5.9	i	-0.2	-2.9	0.8	i	-0.5
CC(C)C[C@H](NC(=O)c1nc[nH]c1C(=O)N[C@@H](CCCCNC(=O)OC(C)(C)C)C(=O)OC(C)(C)C)C(=O)OC(C)(C)C	i	i	i	i	3.7	i	-0.1	3.9	9.1	i	-2.1
Cc1cc(C)c(NC(=O)COC(=O)C2CCC(=O)N2)c(C)c1 (configuration not stated)	i	i	i	i	6.4	i	-1.0	1.8	-4.2	i	-5.5
N#Cc1ccc(NC(=O)COC(=O)CCNS(=O)(=O)c2ccccc2)cc1	i	i	i	i	-4.2	i	1.1	1.2	0.2	i	-6.1
COC(=O)C1=C(C)N(C2CCCCC2)C(=O)/C1=C\c1cccs1	i	-9.8*	i	i	1.7	i	0.6	2.2	-1.9	i	2.0
O=C(NCCCn1ccnc1)c1ccccc1Cl	i	i	i	i	-1.1	i	-0.6	0.4	-2.1	i	-9.1
Cc1ccc(C(C(=O)NC2CCCC2)N(Cc2cccs2)C(=O)c2csnn2)o1 (configuration not stated)	i	i	i	i	-0.8	i	-0.9	4.1	-4.5	i	-15.4
CC(=O)c1ccc(S(=O)(=O)N(CCCO)Cc2cc3cc4c(cc3[nH]c2=O)OCCO4)cc1	i	i	i	i	7.1	i	1.4	-3.2	3.1	i	-7.4
c1ccc2[nH]c(SCc3ccc(-c4nnco4)cc3)nc2c1	i	i	i	i	0.6	i	0.5	-2.2	-2.3	i	-5.7
CC(=O)Nc1cccc(-n2nnc(SCC(N)=O)n2)c1	i	i	i	i	-5.5	i	0.2	1.7	12.9	i	-3.4
Cc1ccc2c(C)nc(Nc3ncc4c(n3)CCCC4=O)nc2c1	i	.	i	i	1.9	i	-2.2	0.9	.	i	-13.6
C[C@@H]1C=C(C(=O)O)O[C@H](OCc2ccc(CO)cc2)C1	i	i	i	i	-2.5	i	-2.6	3.9	1.2	i	-1.4
CCSc1nc(-c2ccc(OC)cc2)n(-c2nc3ccccc3s2)n1	i	i	i	i	3.0	i	-1.2	0.8	0.4	i	-7.6
CSc1ccc(-c2nc(CSCC(=O)N3CCOCC3)c(C)o2)cc1	i	i	i	i	11.6	i	-0.3	0.1	-6.8	i	-15.8
CCOC(=O)Nc1ccc(S(=O)(=O)N2CCC(C)CC2)cc1	i	i	i	i	2.2	i	-0.9	1.7	1.1	i	-3.2
Cc1cc2oc(C(=O)Nc3ccc(S(=O)(=O)Nc4ncccn4)cc3)c(C)c2cc1Cl	i	i	i	.	-1.0	i	.	1.8	-1.1	i	-4.6
O=Cc1ccc2noc(-c3ccc(F)cc3)c2c1	i	i	i	i	-2.6	i	0.6	3.1	5.6	i	-10.3
Brc1ccc2c(c1)CNc1c(ncnc1N1CCOCC1)O2	i	i	i	i	-4.3	i	4.3	-0.2	4.2	i	-10.6
CC(O)c1cccc(NC(=O)Cc2cccc3ccccc23)c1 (configuration not stated)	i	.	i	i	1.5	i	-0.3	0.7	.	i	-12.5
CCC(CC)C(=O)NCc1ccccc1OC	i	i	i	i	1.3	i	-2.9	1.2	-0.7	i	-6.5
Cc1ccc(N(CC(=O)NCc2ccc3c(c2)OCO3)C(=O)c2csnn2)cc1	i	i	i	i	-17.0	i	0.4	.	1.5	i	-7.8
Cc1cccc(-n2ncc3c(NC4CCCCC4)ncnc32)c1	i	i	i	i	-0.6	i	-1.8	0.2	-1.1	i	0.8
O=C(CN1CCCCC1)N=Nc1c(O)[nH]c2ccccc12	i	i	i	i	6.1	i	1.9	2.0	-1.5	i	-11.5
Cc1cnc(C(=O)Nc2nnc(C(C)C)s2)cn1	i	i	i	i	-1.0	i	-2.9	2.8	2.5	i	-15.1
NC(=O)CSc1oc(-c2ccco2)nc1S(=O)(=O)c1ccccc1	i	i	i	i	4.9	i	2.4	-1.3	-8.8	i	-2.5
COc1ccc(CNC(=O)CSCc2cccc(Cl)c2)cc1	i	i	i	i	1.1	i	-5.6	4.7	-0.8	i	-6.5
COc1ccc(NC(=O)c2ccccc2Sc2ccc(NC(C)=O)nc2)cc1	i	i	i	i	-0.9	i	2.2	-1.2	-2.1	i	-6.9
N#Cc1cnc(SCC(=O)N2CCCC2)nc1N	i	i	i	i	4.0	i	-1.1	0.8	1.7	i	-3.0
Cc1sc2nc(C3CC3)nc(SCC(=O)N3c4ccccc4CC3C)c2c1C (configuration not stated)	i	i	i	i	1.4	i	-3.7	0.6	1.3	i	-16.4
O=C(Nc1ccccn1)c1ccc(Cl)c([N+](=O)[O-])c1	i	i	i	i	4.0	i	1.1	1.4	-5.1	i	-8.8
COCCn1c(SCC(=O)N2CCOCC2)nnc1-c1ccncc1	i	i	i	i	2.5	i	-1.8	2.8	5.1	i	-2.2
Cc1ccc(N2CC(C(=O)Nc3ccc(S(=O)(=O)NCC4CCCO4)cc3)CC2=O)cc1C (configuration not stated)	i	i	i	i	2.2	i	-3.0	0.0	-2.2	i	-10.0
Cc1cccc(Cn2nnc3c2C(=O)c2ccccc2C3=O)c1	i	i	i	i	-1.1	i	-0.8	-1.2	2.1	i	-7.6
COc1cccc(-n2nnc3c(=O)n(Cc4ccccc4Cl)cnc32)c1	i	i	i	i	-5.7	i	-4.7	3.6	.	i	-0.3
O=C(c1cc(Cl)nc2ccccc12)N1CCCCC1	i	i	i	i	2.9	i	2.6	0.4	-3.2	i	-11.4
Cc1ccsc1/C=N/N1CCOCC1	i	i	i	i	-4.6	i	-3.4	-9.6	1.1	i	-11.8
O=C(O)CN(c1ccccc1)C1SC(=O)NC1=O (configuration not stated)	i	i	i	i	-3.5	i	-5.8	2.3	23.6	i	-6.3
CC(C)N1C(=O)C2C(C(=O)NC3CCCCC3)C3C=CC2(O3)C1C(=O)NC1CCCC1 (configuration not stated)	i	i	i	i	0.0	i	1.3	2.3	-1.0	i	-10.6
Cc1ccc(-n2nc3c(c2NC(=O)c2cc4ccccc4o2)CS(=O)(=O)C3)cc1	i	i	i	i	1.8	i	-0.3	-1.6	-3.2	i	-9.1
Cc1cccc(/C=N/NC(=O)c2ccc(NC(=O)c3ccccc3C)cc2)n1	i	i	i	i	4.3	i	-2.2	-0.9	9.0	i	-10.7
CCOC(=O)c1c(C)[nH]c(C)c1S(=O)(=O)N1CCC(c2ccccc2)C1 (configuration not stated)	i	i	i	i	5.0	i	.	1.4	0.0	i	-4.6
O=C(NCC1(c2ccccc2)CCOCC1)c1cccs1	i	i	i	i	2.8	i	-1.0	-4.6	.	i	-8.4
Cc1sc2ncn(CC(=O)NCCCN3CC(C)CC(C)C3)c(=O)c2c1S(=O)(=O)N1CC(C)CC(C)C1 (configuration not stated)	i	i	i	i	-6.6	i	0.4	-3.0	3.4	i	-8.7
Cc1ccc(Cn2cccc2/C=C2/C(=N)N3C=CSC3=NC2=O)cc1	i	i	i	i	2.2	i	-3.3	0.9	0.4	i	-2.6
O=C(/C=C/c1ccc2c(c1)OCO2)N1CCCCC1	i	i	i	i	-1.7	i	7.9	-2.2	19.0	i	-6.8
O=C(O)c1c(N2CCCCC2)ccc([N+](=O)[O-])c1N1CCCCC1	i	i	i	i	3.0	i	6.8	2.4	3.0	i	-3.7
COc1ccc(CC(=O)NCC(=O)N/N=C/c2ccc(C)o2)cc1	i	i	i	i	?	i	-1.5	1.3	2.8	i	-1.3
Nc1nc2c(s1)C(=O)CCC2	i	i	i	i	6.9	i	1.1	1.3	4.6	i	-3.8
NC(=O)c1c(NC(=O)CSc2nnc(-c3ccccc3)n2CC2CCCO2)sc2c1CCC2 (configuration not stated)	i	i	i	i	0.3	i	32.9	0.6	9.1	i	-9.8
